Bioassay records deposited in PubChem BioAssay by The Scripps Research Institute Molecular Screening Center.
ARFGAP1 inh: rat ARFGAP1 inhibition; Q62848; Arfgap1-stimulated ARF1 GTP hydrolysis, GDP FP detection; inhibition, % at 16.5 µM; AID 651572; 360,000 tested, 0.26% active;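 active means inhibition above a per-plate limit, mean inhibition of low control wells plus 3 SD, cut at about 25% in these data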;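 further: 0% = DMSO wells with enzyme and 100% = wells lacking Arfgap1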
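material = rat Arfgap1 catalytic domain, aa 1-136 | also added = human ARF1(Δ1-17)-GTP substrate | compound dosing = one concentration, 16.5 µM, DMSO 1.26% | times = GTP hydrolysis reaction 2 h at 25 °C | measured by = FP, GDP Alexa 633 tracer displaced from anti-GDP antibody, 620/688 nm | evaluation = percent inhibition of Arfgap1-stimulated GTP hydrolysis | replication = single well per compound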
ADAM17 inh: inhibits human ADAM17 | P78536 | recombinant ADAM17, EDANS/DABCYL FRET peptide cleavage | 370,000 tested, 0.83% active | AID 720648 | inhibition, % at 6.95 µM;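 active means inhibition above the mean of compounds lying between control limits plus 3 SD, set per campaign, cut at about 8.5% in these data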;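 further: 0% = DMSO-only wells as the low control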
PLCb3 inh: blocks human PLC-beta3 enzyme activity. Q01970. AID 720704. inhibition, % at 12.2 µM. 370,000 tested, 0.18% active. Purified PLC-beta3, fluorogenic substrate, fluorescence; in the data active means inhibition above about 11%;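 further: 0% = median of compound wells on plate and 100% = full blocker control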
SIAE inh: blocks human sialic acid acetylesterase. Q9HAT2. SIAE FP-Rh probe binding, fluorescence polarization. inhibition, % at 9.66 µM. 370,000 tested, 0.69% active. AID 1053197;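 active means inhibition above a cutoff: mean of compounds within the control limits plus 3 SD of those, cut at about 17% in these data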;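 further: 0% = plate median of compound wells and 100% = probe without SIAE protein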
TDP2 inh: TDP2 (human) inhibition, absorbance primary screen; recombinant TDP2, T5PNP hydrolysis, p-nitrophenol absorbance 415 nm; inhibition, % at 12.8 µM; 370,000 tested, 0.34% active; AID 720702;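 active means inhibition above the mean of all tested compounds plus 3 SD, set per campaign, cut at about 25% in these data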;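 further: 0% = DMSO with enzyme and 100% = buffer with substrate but no TDP2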
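Assay system: recombinant human TDP2 / Reagent: T5PNP substrate at 5 mM, a TopII-DNA adduct mimic / Measured by: epi absorbance from released p-nitrophenol / Evaluation: % inhibition relative to enzyme-containing and enzyme-free wells / Control set: enzyme-free and DMSO wells / Replicates: each compound tested once, singlicate / Schedule: enzyme reaction with compound for 2 h at 37 °C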
ADAM10 inh: inhibitors of human ADAM10. recombinant ADAM10, EDANS/DABCYL FRET peptide cleavage, 3 h. 370,000 tested, 0.62% active. AID 720582. O14672. inhibition, % at 7 µM;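 active means inhibition above a per-campaign cutoff equal to the mean of compounds falling between control-based bounds plus 3 SD, cut at about 20% in these data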;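 further: 0% = DMSO wells while the 100% control is not disclosed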
Tn6 DDE FP: DD(E)-Tn6 binding inhibition, primary FP screen | P02675 | 370,000 tested, 0.21% active | Fibrin DD(E) TRITC-Tn6 fluorescence polarization displacement | AID 720509 | inhibition, % at 8.3 µM;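 active means inhibition above a per-campaign cutoff: mean of compounds within control limits plus 3 SD, cut at about 15% in these data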;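 further: 0% = median of all compound wells on the plate and 100% = blocking peptide control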
Tn7 DDE FP: inhibitors of Tn7 peptide binding to human fibrin DD(E); inhibition, % at 8.3 µM; FP displacement of FITC-Tn7 peptide from fibrin DD(E); 0% = median of compound wells per plate; 370,000 tested, 0.13% active; AID 720508; P02675;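 active means inhibition above the mean of compounds falling within the control limits plus 3 SD of them, cut at about 14% in these data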;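 further: 0% = plate median of compound wells and 100% = 10 µM Aha-Tn7 peptide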
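System: human fibrin DD(E); quantity: Fibrin-DD(E) at 2 µM final; also added: fluorescent Tn7 probe at 0.1 µM; compound dosing: single nominal test concentration of 8.3 µM per compound; schedule: 10 min preincubation, 3 h with tracer, room temperature; detection: fluorescence polarization of the labelled Tn7 tracer; repeats: one replicate per compound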
PLCg1 inh: inhibitors of human phospholipase C gamma1 | AID 720700 | inhibition, % at 12.2 µM | P19174 | purified PLC-gamma1, fluorogenic substrate, fluorescence | 370,000 tested, 0.84% active; in the data active means inhibition above about 9.5%
Target sequence (P19174 whole entry, looked up): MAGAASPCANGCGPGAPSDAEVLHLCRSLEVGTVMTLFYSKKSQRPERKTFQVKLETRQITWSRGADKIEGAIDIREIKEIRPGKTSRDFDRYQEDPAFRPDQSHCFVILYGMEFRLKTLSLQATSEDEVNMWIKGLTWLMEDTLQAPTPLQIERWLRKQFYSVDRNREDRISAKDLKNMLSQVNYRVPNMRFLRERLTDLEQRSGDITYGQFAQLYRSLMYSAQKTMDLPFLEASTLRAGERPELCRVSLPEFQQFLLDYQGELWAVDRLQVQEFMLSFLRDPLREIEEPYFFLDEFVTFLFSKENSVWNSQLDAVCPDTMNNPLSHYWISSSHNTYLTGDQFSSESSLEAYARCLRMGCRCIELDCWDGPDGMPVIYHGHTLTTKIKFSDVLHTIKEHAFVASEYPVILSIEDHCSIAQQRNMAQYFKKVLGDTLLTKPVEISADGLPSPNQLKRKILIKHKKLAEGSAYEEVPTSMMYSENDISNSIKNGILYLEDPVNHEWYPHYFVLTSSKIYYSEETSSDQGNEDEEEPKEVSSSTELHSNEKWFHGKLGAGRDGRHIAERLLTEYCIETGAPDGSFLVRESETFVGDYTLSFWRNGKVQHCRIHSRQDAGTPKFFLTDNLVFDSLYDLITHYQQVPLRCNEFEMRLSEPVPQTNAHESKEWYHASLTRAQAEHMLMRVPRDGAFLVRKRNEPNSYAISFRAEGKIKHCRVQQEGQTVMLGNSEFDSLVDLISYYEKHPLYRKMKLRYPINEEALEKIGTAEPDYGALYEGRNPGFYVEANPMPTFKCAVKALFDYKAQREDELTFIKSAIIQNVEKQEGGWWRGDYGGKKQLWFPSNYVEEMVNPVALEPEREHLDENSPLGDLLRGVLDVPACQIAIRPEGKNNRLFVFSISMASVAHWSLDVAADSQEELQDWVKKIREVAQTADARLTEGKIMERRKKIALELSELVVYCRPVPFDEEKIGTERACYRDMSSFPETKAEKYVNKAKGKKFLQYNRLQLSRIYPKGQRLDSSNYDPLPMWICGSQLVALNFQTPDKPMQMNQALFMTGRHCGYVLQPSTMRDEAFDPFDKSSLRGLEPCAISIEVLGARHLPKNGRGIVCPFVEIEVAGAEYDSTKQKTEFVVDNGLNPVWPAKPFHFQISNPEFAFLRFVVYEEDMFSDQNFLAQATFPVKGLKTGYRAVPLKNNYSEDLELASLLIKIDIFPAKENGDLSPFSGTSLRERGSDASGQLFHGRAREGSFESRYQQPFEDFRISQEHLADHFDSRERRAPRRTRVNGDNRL
ASAP1 inh: inhibitors of human ASAP1 ArfGAP activity | Q9ULH1 | ASAP1-stimulated ARF1 GTP hydrolysis, GDP FP detection | inhibition, % at 16.5 µM | 360,000 tested, 0.19% active | AID 624377; in the data active means inhibition above about 25%;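 further: 0% = vehicle with enzyme and substrate and 100% = no enzyme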
* marks the source's active call; other numbers are inactive results.

Results for Cc1nc(NC(=O)c2ccccc2)sc1-c1cc(C(=O)O)nn1Cc1ccccc1 ?
ARFGAP1 inh: 9.3; ADAM17 inh: 2.1; PLCb3 inh: -26.5; SIAE inh: -5.3; TDP2 inh: -5.5; ADAM10 inh: -9.7; Tn6 DDE FP: 7.2; Tn7 DDE FP: -0.5; PLCg1 inh: -12.4; ASAP1 inh: 7.3

How did O=C(Nc1cc(S(=O)(=O)N2CCCC2)ccc1Cl)c1cc(F)c(F)c(F)c1F do in these assays?
ARFGAP1 inh: 14.0; ADAM17 inh: -1.1; PLCb3 inh: 3.1; SIAE inh: 8.8; TDP2 inh: 4.2; ADAM10 inh: -5.3; Tn6 DDE FP: 0.6; Tn7 DDE FP: 2.0; PLCg1 inh: -0.1; ASAP1 inh: -13.7

How did Cc1cccc(NC(=S)N2CCN(S(=O)(=O)c3ccccc3)CC2)c1 do in these assays?
ARFGAP1 inh: 15.1; ADAM17 inh: -1.3; PLCb3 inh: -0.3; SIAE inh: -3.5; TDP2 inh: -3.1; ADAM10 inh: 2.0; Tn6 DDE FP: 0.4; Tn7 DDE FP: -4.3; PLCg1 inh: 2.8; ASAP1 inh: 6.2

What do the screens show for `CS(=O)(=O)N1CC(C(=O)NC2CCCC2)Oc2ccc(Cl)cc21` (stereo not drawn)?
ARFGAP1 inh: 15.3; ADAM17 inh: 0.9; PLCb3 inh: 6.8; SIAE inh: -1.1; TDP2 inh: -12.0; ADAM10 inh: -0.8; Tn6 DDE FP: -2.2; Tn7 DDE FP: -1.3; PLCg1 inh: 7.4; ASAP1 inh: 14.9

What do the screens show for `CC(C)(C)c1cc(C(=O)NNc2cc(C(F)(F)F)ccc2Cl)n(Cc2ccccc2)n1`?
ARFGAP1 inh: 8.9; ADAM17 inh: 10.2*; PLCb3 inh: -10.1; SIAE inh: -29.5; TDP2 inh: -24.9; ADAM10 inh: 19.0; Tn6 DDE FP: -10.9; Tn7 DDE FP: -7.2; PLCg1 inh: 8.0; ASAP1 inh: 6.5

How did COc1ccc(-c2nc3ccccc3o2)cc1NC(=O)c1ccc(Br)o1 do in these assays?
ARFGAP1 inh: 4.9; ADAM17 inh: -5.7; PLCb3 inh: -1.9; SIAE inh: -10.4; TDP2 inh: 4.5; ADAM10 inh: -4.0; Tn6 DDE FP: -8.7; Tn7 DDE FP: 0.2; PLCg1 inh: -1.2; ASAP1 inh: 3.8

Results for COc1cc2c(cc1NC(=O)CN1CCN(S(=O)(=O)c3ccc(F)cc3)CC1)oc1ccccc12 ?
ARFGAP1 inh: 0.2; ADAM17 inh: 3.1; PLCb3 inh: -0.5; SIAE inh: 2.0; TDP2 inh: 1.0; ADAM10 inh: -2.5; Tn6 DDE FP: 7.6; Tn7 DDE FP: 1.0; PLCg1 inh: 2.6; ASAP1 inh: 5.8

How did COc1cccc(OCCn2cccc2/C=C2/C(=N)N3OC(C)=CC3=NC2=O)c1 do in these assays?
ARFGAP1 inh: -0.4; ADAM17 inh: -0.6; PLCb3 inh: 4.4; SIAE inh: -5.4; TDP2 inh: -3.7; ADAM10 inh: -2.2; Tn6 DDE FP: 3.6; Tn7 DDE FP: 1.0; PLCg1 inh: -0.7; ASAP1 inh: 1.0

What do the screens show for `Cc1ccnc(NC(=O)CCNC(=O)c2ccc(Br)cc2)c1`?
ARFGAP1 inh: 0.9; ADAM17 inh: 2.2; PLCb3 inh: 1.6; SIAE inh: -3.7; TDP2 inh: -7.2; ADAM10 inh: 13.6; Tn6 DDE FP: 1.9; Tn7 DDE FP: 4.1; PLCg1 inh: 5.5; ASAP1 inh: 12.1

Results for c1coc(CNc2ncnc3ccccc23)c1 ?
ARFGAP1 inh: -5.1; ADAM17 inh: -0.3; PLCb3 inh: 2.2; SIAE inh: -0.2; TDP2 inh: 0.8; ADAM10 inh: 3.2; Tn6 DDE FP: 9.6; Tn7 DDE FP: -0.5; PLCg1 inh: 2.7; ASAP1 inh: 3.8

What do the screens show for `CCc1ccccc1-n1c(SCC(=O)Nc2ccc3c(c2)OCCO3)nc2[nH]ncc2c1=O`?
ARFGAP1 inh: -6.0; ADAM17 inh: -1.1; PLCb3 inh: -0.3; SIAE inh: -0.5; TDP2 inh: 1.2; ADAM10 inh: 6.8; Tn6 DDE FP: -7.6; Tn7 DDE FP: 0.8; PLCg1 inh: 1.6; ASAP1 inh: 1.5

What do the screens show for `Cc1ccc2ccc(C(Nc3ccccc3)c3ccc(Cl)cc3)c(O)c2n1` (stereo not drawn)?
ARFGAP1 inh: 9.5; ADAM17 inh: 7.6; PLCb3 inh: -4.2; SIAE inh: -1.2; TDP2 inh: -13.1; ADAM10 inh: 12.9; Tn6 DDE FP: -6.5; Tn7 DDE FP: -4.4; PLCg1 inh: -4.3; ASAP1 inh: -1.5

How did Nc1cccc(-c2nc3ccccc3s2)c1 do in these assays?
ARFGAP1 inh: 1.2; ADAM17 inh: -61.7; PLCb3 inh: inactive; SIAE inh: -5.4; TDP2 inh: -6.8; ADAM10 inh: -182.0; Tn6 DDE FP: 4.4; Tn7 DDE FP: 1.8; PLCg1 inh: inactive; ASAP1 inh: -3.1

Results for CCC(=O)Nc1nnc(SCC(=O)NCCc2ccc(OC)c(OC)c2)s1 ?
ARFGAP1 inh: 9.5; ADAM17 inh: -5.7; PLCb3 inh: -4.8; SIAE inh: -3.6; TDP2 inh: 10.1; ADAM10 inh: -3.1; Tn6 DDE FP: -2.5; Tn7 DDE FP: -2.4; PLCg1 inh: -2.1; ASAP1 inh: 2.2

What do the screens show for `CC(=O)c1ccn(S(=O)(=O)c2ccc(Cl)cc2)c1`?
ARFGAP1 inh: -4.4; ADAM17 inh: -2.3; PLCb3 inh: -6.8; SIAE inh: -6.0; TDP2 inh: 0.6; ADAM10 inh: -2.2; Tn6 DDE FP: 7.8; Tn7 DDE FP: 9.2; PLCg1 inh: -1.6; ASAP1 inh: -0.8

How did COc1ccc(-c2csc(NC(=O)COc3ccc(N(C)S(=O)(=O)c4ccc(C)cc4)cc3)n2)cc1 do in these assays?
ARFGAP1 inh: -7.0; ADAM17 inh: 9.9*; PLCb3 inh: 3.0; SIAE inh: -40.5; TDP2 inh: 3.2; ADAM10 inh: 10.7; Tn6 DDE FP: 4.2; Tn7 DDE FP: -4.4; PLCg1 inh: 3.9; ASAP1 inh: 1.4

Results for C=COC(=O)CSc1snc(SCC(=O)OC)c1C#N ?
ARFGAP1 inh: 1.2; ADAM17 inh: -1.2; PLCb3 inh: 1.4; SIAE inh: 9.7; TDP2 inh: 2.1; ADAM10 inh: 7.4; Tn6 DDE FP: 2.3; Tn7 DDE FP: -4.4; PLCg1 inh: 3.1; ASAP1 inh: 17.6

What do the screens show for `Cc1c(C(=S)NC(=O)C2CC2)c(=O)n(-c2ccccc2)n1C`?
ARFGAP1 inh: 5.5; ADAM17 inh: 4.4; PLCb3 inh: -8.0; SIAE inh: -0.9; TDP2 inh: 2.0; ADAM10 inh: -7.6; Tn6 DDE FP: 10.1; Tn7 DDE FP: -0.8; PLCg1 inh: -7.7; ASAP1 inh: -3.1

How did CCOc1ccccc1N1CCN(Cc2ccc(OC)c(OC)c2OC)CC1 do in these assays?
ARFGAP1 inh: 1.2; ADAM17 inh: -0.7; PLCb3 inh: 5.6; SIAE inh: -0.6; TDP2 inh: 2.8; ADAM10 inh: -1.3; Tn6 DDE FP: -2.0; Tn7 DDE FP: -3.7; PLCg1 inh: 2.0; ASAP1 inh: -0.2

How did COc1ccc(-c2nc(-c3cccc(C(F)(F)F)c3)no2)cc1OC do in these assays?
ARFGAP1 inh: -6.1; ADAM17 inh: -0.7; PLCb3 inh: -1.1; SIAE inh: -0.7; TDP2 inh: -3.0; ADAM10 inh: -1.5; Tn6 DDE FP: -5.5; Tn7 DDE FP: 0.1; PLCg1 inh: -0.3; ASAP1 inh: -3.7

What do the screens show for `COc1ccc(NC(=O)C2CCN(S(=O)(=O)c3ccc(Br)s3)CC2)cc1OC`?
ARFGAP1 inh: -11.2; ADAM17 inh: -0.6; PLCb3 inh: 3.2; SIAE inh: 4.4; TDP2 inh: 11.6; ADAM10 inh: 4.8; Tn6 DDE FP: -1.2; Tn7 DDE FP: 1.4; PLCg1 inh: 3.2; ASAP1 inh: -7.0

What do the screens show for `Cn1c2c(c(=O)n(C)c1=O)C(C(F)(F)F)(C(F)(F)F)N=C(C1CCCCC1)N2`?
ARFGAP1 inh: 3.3; ADAM17 inh: -4.4; PLCb3 inh: -3.8; SIAE inh: 3.9; TDP2 inh: -3.7; ADAM10 inh: -0.1; Tn6 DDE FP: 1.9; Tn7 DDE FP: -4.8; PLCg1 inh: -1.5; ASAP1 inh: 3.6

Results for Cc1c(C(=O)OCC(=O)N(CC(C)C)c2c(N)n(Cc3ccccc3)c(=O)[nH]c2=O)oc2ccccc12 ?
ARFGAP1 inh: 3.9; ADAM17 inh: -3.9; PLCb3 inh: 0.8; SIAE inh: -31.9; TDP2 inh: -8.4; ADAM10 inh: -11.0; Tn6 DDE FP: 0.9; Tn7 DDE FP: 4.4; PLCg1 inh: 2.8; ASAP1 inh: 7.4

What do the screens show for `COc1ccc(C(=O)N/N=C/c2ccccn2)cc1`?
ARFGAP1 inh: 8.7; ADAM17 inh: -4.0; PLCb3 inh: -5.2; SIAE inh: 3.2; TDP2 inh: -4.8; ADAM10 inh: -10.4; Tn6 DDE FP: -2.7; Tn7 DDE FP: 7.1; PLCg1 inh: -1.7; ASAP1 inh: -9.7

Results for O=C(COC(=O)CCC(=O)c1ccccc1)NCCc1ccccc1 ?
ARFGAP1 inh: 0.8; ADAM17 inh: 2.5; PLCb3 inh: -6.5; SIAE inh: -1.1; TDP2 inh: 2.7; ADAM10 inh: -0.7; Tn6 DDE FP: 2.4; Tn7 DDE FP: -0.1; PLCg1 inh: -3.0; ASAP1 inh: 13.1

How did COc1cc2c(cc1OC)CN(CC(=O)Nc1cccc(C(F)(F)F)c1)CC2 do in these assays?
ARFGAP1 inh: -10.2; ADAM17 inh: -4.6; PLCb3 inh: -56.1; SIAE inh: 2.2; TDP2 inh: 4.6; ADAM10 inh: -4.5; Tn6 DDE FP: -3.4; Tn7 DDE FP: 4.5; PLCg1 inh: -34.8; ASAP1 inh: 1.7

Results for O=C(NN1CCCCC1)c1ccc(COc2ccc(Cl)cc2)cc1 ?
ARFGAP1 inh: -1.8; ADAM17 inh: -1.7; PLCb3 inh: 0.5; SIAE inh: -4.9; TDP2 inh: 10.6; ADAM10 inh: -5.2; Tn6 DDE FP: -4.0; Tn7 DDE FP: 2.5; PLCg1 inh: -1.1; ASAP1 inh: 3.2
